PLK1 PBD block: PLK1 (human) polo-box domain binding inhibition; P53350; Plk1 PBD binding of FITC phosphopeptide, fluorescence polarization; Potency, µM, without a hit: max response, negative = inhibition, hits mostly inhibitors; hit rate 2.8% among 360,000; note: potency is the fitted concentration of half-maximal effect; series mostly up to about 57 µM; % is set by controls: 0 for no effect and ±100 for the full control effect; nearly all actives have a fitted effect of over 65% in size
Mm-Cpn inhibitor: blocks the Methanococcus maripaludis chaperonin Mm-Cpn. hit rate 0.031% among 330,000. purified Mm-Cpn ATPase, ADP Transcreener TR-FRET. Potency, µM (titrated, usually from 76.9 µM), without a hit: at the highest dose activity, negative = inhibition, usual class: inhibitors; note: potency is the fitted concentration of half-maximal effect; % is set by controls: 0 for no effect and ±100 for the full control effect; nearly all actives have a fitted effect of over 80% in size
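Quantitative HTS used 25 nM Mm-CPN and 10 uM ATP in magnesium/KCl Tris buffer, pH 7.4, with 1 mM DTT. Hydrolysis ran 30 min at 37°C; ADP was read by HTRF.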
WRN helicase inh: blocks human WRN helicase. WRN helicase unwinding, fluorescent forked duplex, kinetic. Q14191. Potency, µM (doses to about 114 µM), for inactives: at the highest dose activity change, negative = inhibition, usual class: inhibitors. hit rate 0.46% among 360,000; note: potency is the fitted concentration of half-maximal effect; % is set by controls: 0 for no effect and ±100 for the full control effect; nearly all actives have a fitted effect of over 55% in size
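Kinetic fluorescence helicase assay: unwinding of a quenched forked DNA duplex (100 nM final) with 2 mM ATP final raises red fluorescence (525/598 nm). Compounds sat 15 min at room temperature with 20 nM WRN beforehand.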
EPAC1 agonist: agonists of human EPAC1; O95398; hit rate 0.073% among 360,000; EPAC1 agonist qHTS, biochemical assay; response scale: 100% = response to 6.5 mM cAMP; AID 720707; Potency, µM (top dose mostly 154 µM), without a hit: at the top dose activation, actives largely listed as activators; note: potency is the fitted concentration of half-maximal effect; nearly all actives have a fitted effect of over 60% in size
Target sequence (O95398 whole entry, looked up): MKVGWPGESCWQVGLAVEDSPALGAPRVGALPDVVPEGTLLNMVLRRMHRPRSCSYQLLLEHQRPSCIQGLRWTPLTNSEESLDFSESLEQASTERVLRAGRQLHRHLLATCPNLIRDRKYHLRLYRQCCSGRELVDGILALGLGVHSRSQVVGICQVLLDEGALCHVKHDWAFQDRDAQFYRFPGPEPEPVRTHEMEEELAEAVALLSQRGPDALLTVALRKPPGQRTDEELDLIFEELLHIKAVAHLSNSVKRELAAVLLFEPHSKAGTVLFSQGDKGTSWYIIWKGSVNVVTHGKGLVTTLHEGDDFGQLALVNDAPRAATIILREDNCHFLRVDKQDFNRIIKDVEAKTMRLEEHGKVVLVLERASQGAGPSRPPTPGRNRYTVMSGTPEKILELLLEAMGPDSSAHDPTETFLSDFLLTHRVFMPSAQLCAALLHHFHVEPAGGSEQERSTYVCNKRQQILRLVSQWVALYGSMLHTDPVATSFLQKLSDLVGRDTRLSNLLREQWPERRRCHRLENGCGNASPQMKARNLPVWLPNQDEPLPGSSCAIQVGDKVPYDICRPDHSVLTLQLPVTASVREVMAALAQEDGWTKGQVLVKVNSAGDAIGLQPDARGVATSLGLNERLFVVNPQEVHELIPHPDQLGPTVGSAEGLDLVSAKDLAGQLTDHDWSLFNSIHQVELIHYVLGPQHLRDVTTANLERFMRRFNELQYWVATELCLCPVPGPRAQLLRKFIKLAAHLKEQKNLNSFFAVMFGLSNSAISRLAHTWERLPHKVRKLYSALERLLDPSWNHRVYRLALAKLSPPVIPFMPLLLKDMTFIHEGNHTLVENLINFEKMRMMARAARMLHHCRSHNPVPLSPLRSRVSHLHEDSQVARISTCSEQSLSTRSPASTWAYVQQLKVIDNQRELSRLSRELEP
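Normalized to 6.5 mM cAMP, activity reflects EPAC1-catalysed release of BODIPY-GDP from Rap1B, followed kinetically over 30 min at 480 nm excitation, 540 nm emission. Reaction contained 100 nM EPAC1, 250 nM Rap1B-BODIPY-GDP, 50 uM GDP.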
PI5P4Ka inh: inhibitors of human PI5P4K alpha. max response, %. AID 652105. P48426. hit rate 1.2% among 330,000. PI5P4Kalpha enzyme, ADP-Glo luminescence, 60 min; active compounds read low; active = max response of -50% or lower; inconclusive = between -30% and -50%; inactive = -30% or higher; note: value at the top dose of about 77 µM; % is set by controls: 0 for no effect and ±100 for the full control effect
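ADP-Glo luminescence end-point read after a 60 min room-temperature kinase reaction of PI5P4Kalpha plus substrate, initiated with ATP at 5 microM final. Buffer: 0.038 M HEPES pH 7.4, EGTA, 0.1% CHAPS, 5% DMSO.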
CCT modulator: cytosolic chaperonin activity modulation; activity change, % (test concentration not listed), hits read low; purified chaperonin ATPase assay, HTRF ADP detection, 30 min; hit rate 0.3% among 360,000; AID 651819; in the data active = activity change below about -30%; note: % is set by controls: 0 for no effect and ±100 for the full control effect
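ATPase activity: ADP formed was measured by HTRF Transcreener (665/615 nm ratio) after 30 min at 37 deg C with 10 uM ATP. Compounds screened at one 76 uM concentration against 40 or 20 nM TRiC in Tris pH 7.4/KCl/MgCl2/DTT buffer.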
EPAC1 antag: antagonists of human EPAC1; O95398; EPAC1 GEF assay, Rap1b-BODIPY-GDP exchange fluorescence; Potency, µM (titrated, usually from 115 µM), for the others: at the highest dose activity change, negative = inhibition, actives largely listed as inhibitors; hit rate 0.14% among 360,000;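 note: potency is the fitted concentration of half-maximal effect; plate controls were vehicle for no effect and positive control for full effect; nearly all actives have a fitted effect of over 50% in size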
EPAC2 antag: EPAC2 (human) antagonism; Q8WZA2; EPAC2 GEF exchange of Rap1B-BODIPY-GDP, fluorescence; Potency, µM (highest dose often 114 µM), without a hit: at the top dose activity, negative = inhibition, usual class: inhibitors; hit rate 0.18% among 360,000; note: potency is the fitted concentration of half-maximal effect; % is set by controls: 0 for no effect and ±100 for the full control effect; nearly all actives have a fitted effect of over 45% in size; many of its hits are not listed in these tables
* marks the source's active call; other numbers are inactive results; ? = inconclusive; / = not tested or not shown; & = joins results of further samples; [ ] = another dose, or the depositor's remark. Unless noted, calls come from the whole dose curve; as a rule, active = well fitted curve in the direction sought with a large enough effect; inconclusive = small, poorly fitted or top-dose-only effect, or another doubt; inactive = no such curve, though single readings can be large; an effect the other way counts as inactive or inconclusive. This is a subset (hit frequency here may not be typical).

SMILES	PLK1 PBD block	Mm-Cpn inhibitor	WRN helicase inh	EPAC1 agonist	PI5P4Ka inh	CCT modulator	EPAC1 antag	EPAC2 antag
CCN(Cc1cnn(C)c1)C(=O)c1ccc2nc(Cc3cccc(Cl)c3)oc2c1	-4%	0%	4%	-4%	2	0.6	1%	-7%
COc1ccc(Cn2c(=O)[nH]c3cc(C(=O)NC4CCN(Cc5ccccc5)CC4)ccc32)cc1	-3%	0%	2%	5%	-7	0.6	36%[activator]	-2%
OCC1(Cc2cccc(F)c2)CCN(Cc2cccc3nccnc23)CC1	-16%	0%	-1%	1%	2	-1.0	6%	-2%
Nc1ncnc2c1ccn2[C@H]1CN(Cc2ccc3c(c2)OCO3)C[C@@H](CO)O1	3%	/	-7%	9%	-2	2.3	2%	3%
CCOC(=O)C1CCN(C(=O)CSc2nnc(-c3ccco3)n2-c2ccccc2)CC1	-11%	-2%	3%	-2%	-5	-4.0	3%	-1%
CC1CC(C)CN(C(=O)CSc2nnc(-c3ccco3)o2)C1 (stereo not given)	-3%	1%	2%	-2%	2	0.9	-2%	-3%
CC1CN(C(=O)CCC(=O)NCc2ccc(Cl)cc2)c2ccccc2S1 (stereo not given)	?	-1%	-10%	-8%	-3	1.8	-20%	?
O=C(NCCCN1CCCC1)c1ccc2c(c1)N(Cc1ccccc1)CCS2	-9%	-6%	-6%	3%	-3	-1.1	-14%	-6%
COc1ccc(OCC(=O)OCC(=O)c2ccc(OC)c(F)c2)cc1	-1%	-2%	-3%	-4%	-1	0.5	-15%	-5%
O=C(Oc1cccc2c(OC(=O)N3CCCC3)cccc12)N1CCCC1	-11%	2%	6%	-2%	-10	-0.2	-1%	-3%
CCN1C(=O)/C(=C\c2nc3ccccc3c(=O)n2-c2ccccc2)c2ccccc21	-2%	-11%	-22%	3%	2	0.1	-2%	-1%
COc1ccc(OC)c(C2NC(=O)NC(C)=C2C(=O)Nc2ccc(C)cc2C)c1 (stereo not given)	-2%	2%	4%	-1%	/	-1.5	-2%	-8%
Cc1c(C(=O)Nc2nonc2-c2ccc(F)cc2)oc2ccc(F)cc12	30µM*	-2%	2%	1%	-2	-2.5	-20%	-10%
CCn1c(=O)n(-c2ccc(Cl)cc2)c(=O)c2c3c(sc21)COC(C)(C)C3	-7%	-1%	-12%	-7%	/	-0.3	-5%	-9%
CC(C)(C)c1ccc(CCC2OCC(CN3CCOCC3)O2)cc1 (stereo not given)	-10%	2%	-4%	0%	28	-2.6	8%	-12%
Cc1sc2ncnc(N3CCN(C(=O)c4ccco4)CC3)c2c1C	-13%	0%	5%	2%	-1	-0.8	-9%	-7%
COc1ccc(-c2csc(NC(=S)NC(=O)c3cccs3)n2)cc1Br	0%	-4%	-36%	6%	0	-6.1	3%	-4%
CCOC(=O)C1(C)CCCN(C(=O)c2snnc2C)C1 (stereo not given)	2%	/	5%	-9%	0	-2.0	-17%	14%
O=C(O)C1CC=CCC1C(=O)Nc1cccc(C(=O)N2CCCCC2)c1 (stereo not given)	-3%	3%	-4%[57.1 µM]	7%	/	-6.9	2%	4%
O=C(NC1CC(=O)c2sccc21)c1ccc(Cl)cc1Cl (stereo not given)	2%	5%	-8%	5%	1	0.0	2%	0%
CC12CC(NC(=O)N1c1cccc(C(=O)NCc3ccccn3)c1)c1ccccc1O2 (stereo not given)	-3%	-1%	-4%	8%	0	0.3	-6%	7%
CC1Cc2ccccc2N1C(=O)CSc1nc2c(c(=O)n(C)c(=O)n2C)n1Cc1ccc(F)cc1 (stereo not given)	-8%	/	-21%	-4%	0	0.4	-13%	3%
Cn1c(CSc2ncccn2)nnc1SCC(=O)N1CCCc2ccccc21	1%	0%	10%	-4%	/	-3.5	10%	6%
CC/C(=N/OC(=O)c1cccc(C)c1)C(=O)c1cccs1	-9%	1%	-1%	-1%	12	-0.4	10%	0%
COc1cccc(N=Cc2nc(-c3ccccc3)oc2OC(C)=O)c1	?	-4%	-11%	0%	3	0.0	5%	-9%
CSCC[C@H](NC(=O)OC(C)(C)C)C(=O)N/N=C/c1cc2ccc(C)cc2nc1Cl	6%	0%	-16%	-24%	-2	-3.6	-3%	3%
COc1ccc(Nc2ccc([N+](=O)[O-])cc2[N+](=O)[O-])cc1	-17%	0%	3%	11%	5	0.6	-18%	-10%
C/C(=N\Nc1nc(N)cc(Cl)n1)c1cccc([N+](=O)[O-])c1	1%	-5%	1%	-1%	/	-6.5	-3%	2%
Cc1cccc(OC(C)C(=O)NCc2ccc(S(N)(=O)=O)cc2)c1 (stereo not given)	-11%	-1%	2%	-9%	-5	1.3	-11%	-2%
CCOC(=O)C1CCN(C(=O)Cn2cc(C#N)c3ccccc32)CC1	2%	-5%	1%	1%	-2	0.7	11%	13%
CCCN1C2=NCCN2c2ccccc21	-4%	-2%	3%	12%	-5	2.1	4%	8%
Cc1c(NC(=O)CSc2nnc3sc4ccccc4n23)c(=O)n(-c2ccccc2)n1C	-3%&-15%	-2%	-6%	14%	/	-1.9	-3%	-2%
C/C(=N/O)c1cccc(N2Cc3ccccc3C2)c1	-28%	1%	-3%	12%	-24	-0.3	6%	4%
O=C(NCc1ccncc1)NC12CC3CC(CC(C3)C1)C2	-2%	-2%	-4%	-2%	-1	3.3	1%	0%
CCOc1ccc(N(C(C)C(=O)NN=C2CCCCCCC2)S(C)(=O)=O)cc1 (stereo not given)	0%	1%	-1%	-7%	12	-1.0	9%	13%
CCOc1ccccc1N1CCN(C(=O)c2ccccc2OCc2c(C)noc2C)CC1	-5%	1%	15%	-5%	-3	-0.7	4%	11%
CN(CCNC(=O)c1ccc(/C=N/O)nc1)Cc1ccccc1	-9%	1%	-24%	5%	-7	-2.4	-1%	0%
O=[N+]([O-])c1ccccc1/C=N/N1CCN(c2ccccn2)CC1	-10%	0%	-3%	3%	8	2.1	-2%	9%
COc1ccc(CNC(=S)Nc2cccc(F)c2)cc1	-8%	1%	-3%	3%	3	-0.6	?	-1%
CN(Cc1ccccc1)C(=O)CN1C(=O)COc2ccc(S(=O)(=O)N3CCCC3)cc21	-8%	3%	3%	10%	2	-2.8	-2%	1%

Four compounds from above, ordered by their value in CCT modulator, falling:
smiles,CCT modulator
O=[N+]([O-])c1ccccc1/C=N/N1CCN(c2ccccn2)CC1,2.1
COc1ccc(CNC(=S)Nc2cccc(F)c2)cc1,-0.6
CCOc1ccccc1N1CCN(C(=O)c2ccccc2OCc2c(C)noc2C)CC1,-0.7
CN(CCNC(=O)c1ccc(/C=N/O)nc1)Cc1ccccc1,-2.4

More entries follow:
SMILES	PLK1 PBD block	Mm-Cpn inhibitor	WRN helicase inh	EPAC1 agonist	PI5P4Ka inh	CCT modulator	EPAC1 antag	EPAC2 antag
COc1ccc(N2CCOCC2)c(NC(=O)c2cccc3ccccc23)c1	-9%	1%	-2%	20%	2	-1.9	-25%	?
CCOC(=O)NC1(Nc2ccc(C)cc2)Oc2ccccc2O1	0%	1%	-3%[11.6 µM]	-7%	-13	-4.4	0%	2%
O=C1C2CSCN2C(=O)CN1CCCN1CCN(C(c2ccccc2)c2ccccc2)CC1 (stereo not given)	?	0%	9%	-4%	2	0.9	6%	-7%[57.1 µM]
COc1ccccc1OCC(=O)Nc1ccc2c(c1)OCO2	-14%	-2%	?	10%	-50*	-1.8	-13%	5%
CCN(CC)C(=O)CSc1nnc(-c2ccc(S(=O)(=O)NCc3ccccc3Cl)cc2)o1	-3%	-1%	7%	-6%	/	0.7	10%	7%
Cc1ccc(C(=O)NN2C(=O)C3C4C=CC([C@@H]3C2=O)C42CC2)cc1 (stereo not given in full)	-1%	0%	6%	-6%	6	1.1	-1%	2%
Cc1occc(=O)c1O	-2%	-3%	-5%	-20%	-2	-1.8	1%	9%
O=[N+]([O-])c1cc([N+](=O)[O-])c2nonc2c1Nc1ccc(O)cc1	-15%	-8%	0%[11.6 µM]	10%	?	-2.1	?	-27%
O=C(Nc1ccccc1N1CCOCC1)C1CCN(S(=O)(=O)c2ccccc2F)CC1	0%	2%	5%	1%	-3	-5.8	8%	23%
COc1cccc(-c2nnc(SCC(=O)NCc3ccc4c(c3)OCO4)n2Cc2ccco2)c1	-13%	-1%	-9%	-4%	-26	0.7	8%	-3%
CCOC(=O)/C(=C\C=C1/Sc2cc(OCC)c(OCC)cc2N1CC)C(C)=O	111%[activator]	-12%	5%	?	0	-2.4	9%	23%
Cc1cccc(C)c1OCCN1CCCC1	4%	0%	-1%	11%	4	-3.5	-3%	-10%
CCOC(=O)c1ccc(N2CCOCC2)c(NS(=O)(=O)c2ccc(F)cc2)c1	-4%	3%	-20%	-1%	1	-0.7	-12%	-5%
Cc1cc(C)n2cc(COc3ccc4ccccc4c3)nc2n1	4%	-1%	-4%	-6%	0	0.8	-13%	-1%
CCOC(=O)C[N+](CC)(CC)CC#Cc1ccccc1	0%	2%	-13%[57.1 µM]	12%	0	1.3	7%	-1%
Cc1ccccc1CS(=O)(=O)Cc1ccc(C(=O)NCc2cccnc2)o1	-1%	1%	-1%	3%	2	-0.3	5%	-3%
O=C(CSc1ccc(-c2ccc(F)cc2)nn1)N1CCN(c2ccccc2)CC1	0%	0%	?	5%	-7	-0.7	6%	3%
Cc1cc(Oc2ccc(=O)n(C)n2)nc(SCCOc2ccccc2)n1	-7%	3%	-1%	2%	18	0.0	-2%	-7%
COc1ccc(S(=O)(=O)NCC(=O)N(CC(=O)NCC2CCCO2)c2c(C)cccc2C)cc1 (stereo not given)	-1%	0%	-16%	5%	7	-0.8	-27%	-10%
CCOc1ccc(CCNC(=O)c2c(C)nn(-c3ccccc3)c2Cl)cc1OCC	3%	-3%	2%	-14%	1	-0.4	-16%	1%
CCOC(=O)Cc1cnc(NC(=O)Cn2nnc(-c3ccc(OCC)cc3)n2)s1	24µM*	0%	3%	16%	-7	-1.9	-7%	-8%
O=C1CN(C(=O)CSc2nc3ccccc3c(=O)n2Cc2ccc(F)cc2)c2ccccc2N1	-7%	?	-13%	-2%	-11	1.8	?	0%
Cn1cccc1/C=C1\Cc2ccccc2C1=O	1%	-5%	-2%	9%	-2	-1.8	4%	0%
CC(C)(CSc1ccccn1)NS(=O)(=O)c1ccccc1	-15%	-3%	1%	-5%	7	0.3	-5%	11%

Bioassay records deposited in PubChem by National Center for Advancing Translational Sciences (NCATS).
